# Screening results: PubChem, several laboratories
# M. tuberculosis GlmU: inhibition of mycobacterial GlmU enzyme – biochemical, glucosamine-1-phosphate acetyltransferase (AID 1376); Bifunctional protein GlmU (Mycobacterium tuberculosis (strain ATCC 25618 / H37Rv)); M. tuberculosis GlmU acetyltransferase enzyme assay; higher % means a stronger effect; inhibition, %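 (tested at 30 µM in the primary screen)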; hits with a dose series show IC50 in µM; actives 0.25% (n = 220,000); in the data active = inhibition above about 13%;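 also: 0% = complete reaction with vehicle and 100% = reaction without substrate; strong numbers were not always called active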
# Mtb RmlCD inh: M. tuberculosis RmlC/RmlD coupled enzyme inhibitors, primary screen, biochemical, compound mixtures, 384-well, from 1536-well plates | RmlC+RmlD coupled enzyme assay, percent inhibition; primary screen in compound mixtures | inhibition, % at 3.6 µM | actives 0.03% (n = 160,000) | AID 1533, 2009; in the data active = inhibition mostly above about 34%, no sharp cut-off; also: some results filed as inactive read as strong as hits
# Target sequence (P9WH09 whole entry, looked up): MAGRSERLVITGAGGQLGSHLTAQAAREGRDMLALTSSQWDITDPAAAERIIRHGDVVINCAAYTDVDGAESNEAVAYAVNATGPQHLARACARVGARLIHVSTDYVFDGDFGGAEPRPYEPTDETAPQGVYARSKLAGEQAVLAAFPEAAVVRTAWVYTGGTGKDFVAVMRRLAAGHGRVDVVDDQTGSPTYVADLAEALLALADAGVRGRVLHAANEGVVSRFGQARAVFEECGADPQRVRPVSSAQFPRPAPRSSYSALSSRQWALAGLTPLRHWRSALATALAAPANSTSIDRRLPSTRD
# Target sequence (P9WH11 whole entry, looked up): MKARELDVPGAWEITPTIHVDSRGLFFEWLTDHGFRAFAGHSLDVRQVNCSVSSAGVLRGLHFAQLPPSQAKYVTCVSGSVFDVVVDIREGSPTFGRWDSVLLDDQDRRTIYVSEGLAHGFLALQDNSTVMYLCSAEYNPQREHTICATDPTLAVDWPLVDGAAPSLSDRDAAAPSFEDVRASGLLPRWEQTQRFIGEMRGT
# * marks the source's active call; other numbers are inactive results; nt = not tested or not shown; & = joins results of further samples. Only part of the results is shown; the hit share may differ from the screen's.
SMILES,M. tuberculosis GlmU,Mtb RmlCD inh
O=C(Nc1cccc(S(=O)(=O)C(F)F)c1)c1ccc(S(=O)(=O)N2CCCCC2)cc1,2.3%,-15.3
COc1ccc(C(=O)N2CC3(CC(c4cccc([N+](=O)[O-])c4)=NO3)C[C@H]2C(=O)NCC(N)=O)cc1 (some centres not stated),-6.3%,nt
Cc1[nH]c2ccccc2c1C(=O)NS(=O)(=O)Nc1ccc(Cl)cc1,5.8%,4.2
Cc1noc(C)c1COc1cccc(C(=O)Nc2cccnc2)c1,9.2%,45.1
COc1ccc(CCNC(=O)c2nnn(-c3cc(C)cc(C)c3)c2N)cc1OC,-8.7%,nt
CCCSc1nnc(C(C)C)n1N,1.4%,3.8
COC(=O)c1[nH]c2cc(OC)ccc2c1NC(=O)CCN1CCCC(C)(C)C1,1.3%,19.6
N#C/C(=C(/O)c1ccco1)c1nc2ccccc2s1,2.0%&5.2%,-3.6
CCOC(=O)c1cnn(-c2nc(-c3ccccc3F)cs2)c1C(F)(F)F,-0.1%,0.4
O=C(CCN1C(=O)COc2ccccc21)N1CCN(c2ccccn2)CC1,-0.9%,nt
O=C(NC1CCCCC1)C(Cc1ccccc1)N1C(=O)C2C3CCC(C3)C2C1=O (configuration not stated),-1.0%,nt
O=C(NCc1ccoc1)c1ccc(NC(=O)c2ccccc2Cl)cc1,1.4%,15.9
COc1cccc(NC(=O)C(=S)NC2CCCCC2)c1,1.6%,3.4
Nn1c(SCC(=O)NC(=O)Nc2ccc3c(c2)OCCO3)nnc1C1CC1,-1.1%,15.5
CCCCc1c(O)nc(SCC(=O)c2ccccc2)[nH]c1=O,1.1%,nt
Cc1ccccc1OCc1nc2ccccc2c(=O)n1/N=C/c1ccco1,7.4%,6.4
CC(C)(C)c1cc[n+](C2=C([O-])c3ccccc3C(=O)/C2=N\S(=O)(=O)c2ccccc2)cc1,3.6%,-3.5
COc1cccc(Oc2nc(-c3ccncc3)nc3ccccc23)c1,0.5%,5.1
Cc1c(NC(=O)COC(=O)C2CC3C=CC2C3)c(=O)n(-c2ccccc2)n1C (configuration not stated),-0.8%,-0.7
CCOC(=O)/C(=C\c1cccnc1)C(=O)c1cc(C(C)=O)c(Nc2ccccc2)s1,1.8%,6.1

# The last 3 records of the section before open the next one:
SMILES,M. tuberculosis GlmU,Mtb RmlCD inh
COc1cccc(Oc2nc(-c3ccncc3)nc3ccccc23)c1,0.5%,5.1
Cc1c(NC(=O)COC(=O)C2CC3C=CC2C3)c(=O)n(-c2ccccc2)n1C (configuration not stated),-0.8%,-0.7
CCOC(=O)/C(=C\c1cccnc1)C(=O)c1cc(C(C)=O)c(Nc2ccccc2)s1,1.8%,6.1
COc1ccc(CN2C3CCCC2CC(NC(=O)Nc2cccc(C)c2)C3)cc1 (configuration not stated),-5.1%,nt
Cc1ccc(S(=O)(=O)c2c(CO)c(-c3ccccc3)nn2C)cc1,-1.3%,-10.9
N#C/C(=C/c1ccc(F)cc1)S(=O)(=O)c1ccccc1,1.9%,7.9
Cc1ccc(-c2c3c(=O)n(C)c(=O)n(C)c3cn2CCCN2CCOCC2)cc1,0.2%,nt
CCN(C(=O)COC(=O)c1ccc(Br)o1)C1CCCCC1,-4.1%,5.3
COc1cc(NC(=O)Nc2cccc(Cl)c2)c(C(=O)O)cc1OC,-1.9%,79.2
CC1CCCN(C(c2cccs2)c2nnnn2Cc2ccccc2)C1 (configuration not stated),0.9%,-3.8
CCCn1c(CCC(=O)O)nc2cc(S(=O)(=O)N3CCCC3)ccc21,-1.9%,nt
Cc1cc(C)n(C(=O)CCCCCCCCC(=O)n2nc(C)cc2C)n1,2.6%,62.4
N#CC(=C=[N-])c1nc2ccccc2nc1-[n+]1ccccc1,1.1%&-1.0%,-9.7&-4.3
COc1ccc(S(=O)(=O)N(C)CC(=O)Nc2ccc(F)cc2)cc1,2.9%,nt
Cc1cc(/C=C2\SC(=S)N(C)C2=O)c(C)n1-c1cccc(O)c1,2.0%,-5.5
C[C@H](N)C(=O)OCc1ccc([N+](=O)[O-])cc1,1.5%,8.4
O=C(O)COc1ccccc1C1C2C(=O)N(c3ccccc3)C(=O)C2ON1c1ccccc1 (configuration not stated),-3.9%,4.9
COc1ccccc1CNC(=O)COC(=O)CCC(=O)c1cccs1,0.6%,nt
COc1ccc(NC(=S)NCC2CCCO2)c(OC)c1 (configuration not stated),0.4%,6.4
Cc1ccc(Cl)cc1N1CCN(CC(O)COCc2ccco2)CC1 (configuration not stated),-5.8%,9.4
C=CCOc1c(Br)cc(CNc2nccs2)cc1OC,1.7%,nt
Cc1nonc1CC(=O)N1CCCC(C(=O)c2cccc(C(F)(F)F)c2)C1 (configuration not stated),-3.7%,nt
Cc1ccc(CNC(=O)C2CN(S(C)(=O)=O)c3cc(Cl)ccc3O2)cc1 (configuration not stated),1.3%,50.7

# A different layout for some results above:
SMILES | M. tuberculosis GlmU | Mtb RmlCD inh
O=C(NC1CCCCC1)C(Cc1ccccc1)N1C(=O)C2C3CCC(C3)C2C1=O (configuration not stated) | -1.0% | nt
O=C(NCc1ccoc1)c1ccc(NC(=O)c2ccccc2Cl)cc1 | 1.4% | 15.9
COc1cccc(NC(=O)C(=S)NC2CCCCC2)c1 | 1.6% | 3.4
Nn1c(SCC(=O)NC(=O)Nc2ccc3c(c2)OCCO3)nnc1C1CC1 | -1.1% | 15.5
CCCCc1c(O)nc(SCC(=O)c2ccccc2)[nH]c1=O | 1.1% | nt

# The list goes on:
SMILES,M. tuberculosis GlmU,Mtb RmlCD inh
Cc1ccc2c(c1)NCCO2,-0.6%,7.0
Cc1cc([N+](=O)[O-])cc(/C=N\NC(=O)C2COc3ccccc3O2)c1O (configuration not stated),0.0%,-41.4
COc1cc(NC(=O)C/C(C)=N/NC(=O)c2cccs2)c(OC)cc1Cl,1.2%,-3.6
COc1ccc(NC(=O)c2ccc(-c3ccc(OC)cc3)s2)cc1,-3.5%,-9.7
COc1ccccc1NC(=O)Cc1nn(C)c(=O)c2ccccc12,0.2%,nt
Fc1ccc(-c2nnc(Cc3nnc(-c4ccc(F)cc4)o3)o2)cc1,-2.7%,-2.9
C=CCNC(=O)N[C@@H](Cc1ccccc1)C(=O)OC,5.9%,78.0
O=C1CN(C(=O)COc2ncnc3ccccc23)c2ccccc2N1,-6.3%,17.3
Cc1c(C)n(C(=O)CN2CCN(c3ccccn3)CC2)c2ccccc12,7.1%,nt
O=C(NC1CCCCC1)C(c1ccccc1)N(Cc1ccco1)C(=O)Cn1cnc2ccccc21 (configuration not stated),0.7%,nt
COc1ccc(S(=O)(=O)N2CCCCC2)cc1NS(=O)(=O)c1ccccc1F,3.5%,5.6
O=C(NN=C1CCN(Cc2ccccc2)CC1)C(O)c1ccccc1 (configuration not stated),1.5%,-11.8
CC(=O)N=c1sc2nc3ccccc3nc2n1N(C(C)=O)C(C)=O,6.6%,-0.1
COC(=O)c1ccc(Oc2nc(Nc3ccc(F)cc3)nc(N3CCCC3)n2)cc1,3.1%,17.1
CCN(CC)CCCNC(=O)c1ccc2c(Cl)c3c(nc2c1)CCCC3,6.2%,-10.7
CC1=[N+](C)c2ccc3ccccc3c2C1(C)C,-2.5%,15.2
C#CCOC(=O)CCCNc1ccc([N+](=O)[O-])cc1[N+](=O)[O-],0.7%,-4.6
CCO[C@@H]1OC(C(N)=O)=C[C@H](C2CC2)[C@H]1CCCO,2.6%,nt
CC(=O)Oc1ccc(-c2ccc(C(=O)Nc3cccc(S(=O)(=O)N4CCOCC4)c3)cc2)cc1,-2.6%,-0.7
CCC(=O)NC(Nc1cc(C)cc(C)n1)(C(F)(F)F)C(F)(F)F,2.5%,2.5
CCOC(=O)CSc1nnc(-c2ccc([N+](=O)[O-])cc2)o1,1.6%,3.0
CC(C)C(c1nnnn1C1CCCC1)N1CCN(c2ccccc2F)CC1 (configuration not stated),-2.4%,2.1
CC(C)OC(=O)Cn1cnc2ccc(Br)cc2c1=O,0.2%,nt
COc1ccc(-c2csc(N3CCN(Cc4ccc5c(c4)OCO5)CC3)n2)cc1,-3.3%,-5.0
CCC1(C)Cc2c(C#N)c(N)n(-c3ccccc3)c(=S)c2CO1 (configuration not stated),6.1%,nt
CCOC(=O)C1CCCN(C(=O)c2sc3nc(-c4ccc(OC)cc4)cn3c2C)C1 (configuration not stated),5.0%,19.1
CCCNC(=O)c1ccccc1NS(=O)(=O)c1ccc(OC)c(OC)c1,0.5%,5.9
Cn1c(SCC(=O)Nc2cccc(NC(=O)c3cccs3)c2)nnc1-c1ccncc1,3.9%,-11.3
CN(CCC#N)c1ccc(/C=C(\C#N)c2ccccn2)cc1,-2.0%,3.2
CCc1ccc(C(=O)OCC(=O)c2c(N)n(CC(C)C)c(=O)n(C)c2=O)cc1,2.9%,6.9
CC(C)[C@H](NS(=O)(=O)c1cccc(C(F)(F)F)c1)C(=O)OCC(N)=O,2.6%,2.6
CCOc1ccc2[nH]c(=O)c(CN(CCCO)C(C)=O)cc2c1,-1.0%,6.9
COCCNC(=O)CSc1ncnc2sc(-c3ccccc3)cc12,-4.5%,nt
COc1ccc(/C(N)=N/OC(=O)c2cccc([N+](=O)[O-])c2)cc1OC,-3.5%,nt
C#CCOCCOCCOCCNc1nc(N2CCN(C(=O)[C@H](CCCCN)n3cc(C(N)CC(C)C)nn3)CC2)nc(N2CCN(C(=O)[C@H](CCC(=O)O)n3cc(C(N)[C@H](C)CC)nn3)CC2)n1 (some centres not stated),-10.7%,nt
CCOC(=O)CSc1nn(-c2ccccc2)c(=S)s1,-4.8%,4.2
CC(O)C(=O)NCCOCCOCCNC(=O)C(C)O (configuration not stated),-3.3%,37.3
COc1ccc(NS(=O)(=O)c2cc(NC(=O)c3cc(=O)c4ccccc4o3)ccc2OC)cc1,-4.7%,-10.9
Cc1[nH]c(C(=O)N/N=C/c2ccc(C(=O)O)cc2)c(C)c1C(=O)N/N=C/c1ccc(C(=O)O)cc1,9.6%,-4.7
N#CC1=C(N)Nc2ncnn2C1c1ccc([N+](=O)[O-])cc1 (configuration not stated),-2.5%,10.1
O=C(CN1C(=O)c2ccccc2C1=O)N1CCOCC1,-4.0%,-5.4
Cc1cc2n(n1)C(c1c[nH]c3ccccc13)Nc1ccccc1-2 (configuration not stated),-1.1%,8.1
COc1ccc2[nH]c(=O)c(CN(CCc3cccc(C)c3)C(C)=O)cc2c1,6.8%,nt
COC(=O)C1=C(CSc2nc3c(cc2C#N)CN(C)CC3)OC(N)=C(C#N)C1c1ccc(F)cc1 (configuration not stated),-1.1%,nt
COC(=O)N/N=C/c1ccccc1OCCOc1ccc(OC)cc1,7.0%,3.2
CCn1c(N2CCN(CC(=O)c3c(C)n(C)c4ccc(OC)cc34)CC2)nc2c1c(=O)[nH]c(=O)n2C,1.5%,6.3
COc1ccc(C(CN(C)C)C2(O)CCCCC2)cc1 (configuration not stated),1.7%,nt
CCNS(=O)(=O)c1cc(OC)c(Cl)cc1OC,2.1%,-11.0
Cn1cc(/C=C/C(=O)N2CCCC(C(=O)c3cccc(C(F)(F)F)c3)C2)cn1 (configuration not stated),-4.5%,2.0
CCCCCCNC(=O)N[C@@H](Cc1ccc(O)cc1)C(=O)NCCC[C@H]1CN2C(=NC[C@H]2C)N1CC1CCC1,-1.9%,nt
O=C(Nc1ccc2c(c1)OCO2)C1CCCN1C(=O)OCc1ccccc1 (configuration not stated),0.9%,-3.8
CN(Cc1cccs1)C(=O)CSc1nc2ccccc2[nH]1,1.6%,-9.1
CCCCn1nc(NC(=O)c2cccs2)c2cc3ccccc3nc21,2.4%,-2.4
CC(=O)N(c1ccc(Cl)cc1)c1cn(C(C)=O)c2ccccc12,1.6%,-9.5
Cc1cc2c(cc1C)N(C(=O)CSC1=NCCS1)C(C)(C)c1ssc(=S)c1-2,-3.8%,nt
Cc1c(C(=O)NNS(=O)(=O)c2ccccc2Cl)sc(=S)n1C,-2.5%,-6.9
O=C(NC1CCN(C(=O)NCc2ccccc2)CC1)c1ccco1,7.5%,-3.5
COc1ccccc1CNCC(=O)NCc1ccc(C)cc1,0.2%,-5.6
COC(=O)c1sc(-c2ccc(Cl)cc2)cc1N,-1.6%,3.3
CCCn1cnc2scc(-c3ccc(C)cc3)c2c1=O,2.4%,-3.2
# New compounds follow
SMILES,M. tuberculosis GlmU,Mtb RmlCD inh
O=C(CCSc1ccccc1)N1CCN(c2ccccc2)CC1,3.0%,-11.9
O=C(NC(C(=O)N/N=C/c1ccccc1)c1n[nH]c(=O)c2ccccc12)c1ccccc1 (configuration not stated),nt,2.3
O=C(NC(=S)N1CCN(c2ccccc2)CC1)c1ccc(S(=O)(=O)N2CCOCC2)cc1,1.9%,5.2
Cc1nn(Cc2ccc(Cl)c(Cl)c2)c(C)c1NC(=O)c1cc(-c2ccc3c(c2)OCO3)on1,6.0%,4.2
CC(=O)Nn1cc2c(c1-c1ccccc1)c(=O)n(C)c(=O)n2C,3.8%,nt
CC1Sc2ccc(C(=O)O)cc2NC1=O (configuration not stated),0.1%,nt
Cc1cc(N)c2ccccc2n1,0.6%,nt
Cc1ccc(C(=O)N/N=C2\CC3CC=CC23)c(C)c1 (configuration not stated),-2.1%,-17.1
CCCOC(=O)c1cccc(NC(=O)COc2ccc([N+](=O)[O-])cc2)c1,-4.9%,-8.8
COc1cc2c(cc1OC)-c1cc(OCc3ccccc3Cl)nc(=O)n1CC2,-3.2%,nt
CSC(=Nc1ccccc1)C1=C(O)COC1=O,-1.5%,-1.4
N=c1c2cn[nH]c2nc(SCC(=O)c2ccc(Br)cc2)n1-c1ccc(Br)cc1,7.6%,-13.4
COc1ccc2[nH]c(=O)c(CN(C(=O)NC3CCCCC3)C3CCCC3)cc2c1,-2.0%,-8.5
COc1ccc(NC(=O)c2ccc3ccccc3n2)cc1S(=O)(=O)N1CCCCC1,6.6%,14.1
